AHR activator: activators of human aryl hydrocarbon receptor | P35869 | AHR-responsive luciferase reporter cells, luminescence | activation, % at 5 µM | 320,000 compounds, 2.5% hits; in the data active = activation above about 47%;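 note: 0% = vehicle wells and 100% = reference agonist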
Target sequence (P35869 whole entry, looked up): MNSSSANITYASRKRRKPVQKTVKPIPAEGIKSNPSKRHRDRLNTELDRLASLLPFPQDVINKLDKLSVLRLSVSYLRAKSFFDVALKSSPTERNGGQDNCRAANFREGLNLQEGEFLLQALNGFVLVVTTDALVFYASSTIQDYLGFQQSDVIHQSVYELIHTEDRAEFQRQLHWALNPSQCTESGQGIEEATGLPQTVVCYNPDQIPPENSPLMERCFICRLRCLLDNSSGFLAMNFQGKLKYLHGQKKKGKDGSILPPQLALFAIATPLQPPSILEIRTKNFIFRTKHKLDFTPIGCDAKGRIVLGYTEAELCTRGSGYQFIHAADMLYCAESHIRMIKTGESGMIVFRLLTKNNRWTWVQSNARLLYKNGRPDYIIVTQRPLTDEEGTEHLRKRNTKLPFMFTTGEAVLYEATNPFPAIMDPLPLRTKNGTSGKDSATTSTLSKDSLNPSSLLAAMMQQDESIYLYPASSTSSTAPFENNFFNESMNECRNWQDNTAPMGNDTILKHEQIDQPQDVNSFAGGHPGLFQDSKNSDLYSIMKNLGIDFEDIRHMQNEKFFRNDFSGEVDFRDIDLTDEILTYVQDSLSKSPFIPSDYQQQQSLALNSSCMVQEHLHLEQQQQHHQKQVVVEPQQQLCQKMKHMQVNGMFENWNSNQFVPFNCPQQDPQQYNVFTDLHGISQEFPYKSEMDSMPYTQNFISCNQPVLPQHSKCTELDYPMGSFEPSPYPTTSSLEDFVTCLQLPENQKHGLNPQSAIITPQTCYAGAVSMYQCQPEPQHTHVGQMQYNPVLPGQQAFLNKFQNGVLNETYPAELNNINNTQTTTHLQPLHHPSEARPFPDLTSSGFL
PAFAH2 inh: PAFAH2 (human) inhibition; Q99487; recombinant PAFAH2, FP-rhodamine activity probe, fluorescence polarization; inhibition, % at 3.39 µM; 340,000 compounds, 0.99% hits; AID 492956;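 active = inhibition above the mean over all tested compounds plus 3 SD, cut at about 30% in these data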;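 note: inhibitors block probe labeling of enzyme so polarization drops; 0% = enzyme with DMSO and 100% = wells lacking PAFAH2 protein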
core dimer inh: HCV core protein dimerization inhibition | TR-FRET GST/Flag-core106 dimerization, 1536-well | inhibition, % at 5 µM | 300,000 compounds, 0.33% hits;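 active = inhibition above the mean of all tested compounds plus 3 SD, set per screening campaign, cut at about 45% in these data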
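System: GST/Flag-tagged HCV core106 proteins. Incubation: compound-protein-antibody incubation 4 h at 22.5 °C. Technique: HTRF with 340 nm excitation, 617/671 nm emission. Medium: KF-containing HEPES buffer, pH 7.45, DTT, CHAPS, BSA. Read-out: inhibition (%) from 671 over 617 nm ratio. Also added: Eu(K)-anti-GST 90 ng/mL plus XL665-anti-Flag 1 µg/mL.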
TPT1 inhibitor: blocks Candida albicans tRNA 2'-phosphotransferase; recombinant caTPT1, FP RNA substrate dephosphorylation; inhibition, % at 5 µM; 300,000 compounds, 0.81% hits;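 active = inhibition above the mean of all tested compounds plus 3 SD, set per screening campaign, cut at about 24% in these data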;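 note: plate controls were DMSO alone for no effect and ferristatin control at 100 nM for full effect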
PP1 counter: blocks human PP1-alpha phosphatase, a PP5 counter-screen; P62136; purified PP1alpha, OMFP fluorescence; inhibition, % at 6.7 µM; 320,000 compounds, 0.9% hits; AID 2235;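 active = inhibition above the mean inhibition of all tested compounds plus 3 SD, computed separately for each screening campaign, cut at about 15% in these data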
CTSL1 counter: blocks F. hepatica cathepsin L1 in PFM18AAP counter-screen; 300,000 compounds, 0.49% hits; inhibition, % at 5.96 µM; recombinant F. hepatica cathepsin L1, Z-Leu-Arg-MCA fluorescence; AID 1906;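 active = inhibition above the mean of all tested compounds plus 3 SD, set per screening campaign, cut at about 17% in these data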;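 note: 0% = plate median of test compound wells and 100% = 1 µM Z-Phe-Ala-diazomethylketone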
proCasp7 act: counter-screen: procaspase-7 (human) activation | recombinant procaspase-7, Ac-DEVD-pNA absorbance 405 nm; D23A/D198A/D206A triple mutant, cannot self-cleave; scale: DMSO 0, 5 µM enzyme 100 | activation, % at 8.5 µM | 330,000 compounds, 0.093% hits | AID 463210;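 active = percent activation above the screen-wide mean plus 3 SD, cut at about 25% in these data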
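Test system: Procaspase-7 triple mutant (PC-7 D3A). Also added: Ac-DEVD-pNA substrate, 400 µM as added. Schedule: 1 h enzyme–compound preincubation and 2 h substrate reaction, both 25 °C. Signal: p-Nitroaniline absorbance at 405 nm, read at 0 and 120 min. Control set: low DMSO alone, high DMSO plus 5 µM PC-7.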
PP5 primary: inhibitors of human protein phosphatase 5 (PP5). purified PP5c, OMFP substrate fluorescence. inhibition, % at 6.7 µM. 320,000 compounds, 0.18% hits. AID 1987;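 active = inhibition above the campaign's mean inhibition across all tested compounds plus 3 SD, cut at about 9.5% in these data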;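 note: 0% = DMSO only and 100% = 100 µM cantharidin control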
procasp3 activ: procaspase-3 (human) activation; 330,000 compounds, 0.11% hits; recombinant procaspase-3 D3A, Ac-DEVD-pNA absorbance 405 nm; P42574; activation, % at 8.5 µM;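 active = activation above the mean of all tested compounds plus 3 SD, cut at about 21% in these data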;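 note: 0% = DMSO alone and 100% = DMSO wells spiked with extra 5 µM PC-3 D3A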
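Test system: Procaspase-3 D3A mutant; medium: Zinc-free HEPES/NaCl buffer with 0.01% Triton X-100 at pH 7.4; reagent: DEVD-pNA substrate; doses: one concentration, 8.5 µM nominal, 0.8% DMSO; times: 1 h preincubation plus 2 h reaction at 25 °C; signal: Epi-absorbance at 405 nm of released p-nitroaniline, 0 and 120 min; replicates: singlicate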
* hit, by the source's call; · = no result given.

SMILES	AHR activator	PAFAH2 inh	core dimer inh	TPT1 inhibitor	PP1 counter	CTSL1 counter	proCasp7 act	PP5 primary	procasp3 activ
C=C1CCN([C@@H](CC(C)C)C(=O)NCCCc2ccccc2)S(=O)(=O)c2ccccc21	4	0	13	-3	0	3	1	3.7	1
COc1ccc(C(=O)c2c(C)oc3cc([N+](=O)[O-])c(O)c([N+](=O)[O-])c23)cc1	-6	0	5	0	4	0	-1	1.9	-2
CC(=O)Nc1ccc(S(=O)(=O)N(Cc2cccnc2)Cc2cc3ccccc3[nH]c2=O)cc1	2	-4	1	-2	-3	2	10	0.4	5
NC(=O)c1ccc(C(F)(F)F)n(Cc2cccc(Cl)c2)c1=O	7	0	-4	-1	3	1	-4	6.2	5
COc1ccccc1NC(=O)Nc1ccnn1C1CCN(C(=O)c2ccccn2)CC1	0	-7	-2	-2	0	-3	0	0.0	0
COc1ccc(Cl)cc1NC(=O)CN1CCCC1	-3	5	8	2	-1	-4	-1	-1.6	5
Cc1ccc(OS(=O)(=O)c2ccc(N3C(=O)CCC3=O)cc2)cc1	0	0	7	-2	-1	-2	-4	1.4	14
CN=C(C[N+](=O)[O-])NCCSCc1ccc(CN(C)C)o1	-2	-3	·	·	·	·	-10	·	7
O=C(NCC1CCCO1)c1cc(C(=O)c2ccc(Cl)cc2Cl)c[nH]1 (stereo unspecified)	0	4	0	-1	-2	-6	10	-0.8	10
O=C(c1ccc(Cl)c(S(=O)(=O)N2CCCC2)c1)N1CCN(c2ccccc2F)CC1	0	0	2	3	1	-3	-1	3.1	-2
CC(=O)c1c(C)[nH]c(C(=O)Nc2cc(F)ccc2C)c1C	58*	-2	-3	-35	-2	1	3	1.5	-2
O=C(CCN1C(=O)c2ccc([N+](=O)[O-])cc2C1=O)Nc1nccs1	0	2	-4	-1	0	-2	-13	1.5	4
Cc1csc(NC(=O)CN(C)S(=O)(=O)c2cccc3cccnc23)n1	5	4	-2	-3	-2	-5	9	0.6	-2
CCc1ccc2nc(Nc3nc(COC)cc(=O)[nH]3)nc(C)c2c1	-5	-2	2	0	-3	2	0	-1.1	-1
O=C(O)c1cccnc1Sc1ccccc1	-1	5	-9	0	-1	-1	-8	1.4	-3
C=C(Cl)COC(=O)[C@H]1C2C=CC(C2)C1C(=O)O (stereo partly specified)	-3	-10	-10	-3	2	-6	0	2.4	6
O=C(COc1ccc(Cl)cc1)Nc1ccc(NC(=O)c2ccco2)cc1	1	2	5	-1	-1	4	9	-1.2	2
CCOC(=O)c1nnn(-c2nonc2-n2cccc2)c1CN1CCC(C)CC1	0	19	14	-2	1	1	-3	1.9	6
CCCCC1=CC2=CC(=O)C(C)(OC(=O)c3cccs3)C(=O)C2=CO1 (stereo unspecified)	-2	14	6	11	7	0	-6	1.8	-7
O=C(NC(CC(=O)N1CCN(c2ccccc2)CC1)c1ccccc1)c1ccccc1Cl (stereo unspecified)	-1	-8	0	0	-1	0	4	1.8	4
COc1ccccc1/C=C(/NC(=O)c1ccccc1)C(=O)NCCN1CCOCC1	4	2	-5	1	0	0	-3	0.4	-4
C/C(=N\Nc1ccc(C)c(Cl)c1)c1ccncc1	23	-1	19	8	-2	19*	-3	-5.4	-9
O=C(CSc1nnnn1C1CC1)Nc1cc(S(=O)(=O)N2CCCC2)ccc1Cl	-1	2	·	·	·	·	3	·	-2
Cc1cc(C)cc(C(=O)Nc2ccc(NC(=O)Cc3ccccc3)cc2)c1	7	6	1	3	-7	5	-2	-0.4	11
O=C(CN1C(=O)NC2(CCCCC2)C1=O)N1CCN(S(=O)(=O)/C=C/c2ccccc2)CC1	2	8	2	1	2	5	2	-0.4	-3
Cc1ccccc1C(=O)Nc1nnc(S(=O)(=O)N2CCCCCC2)s1	0	3	20	-4	2	4	1	-1.8	9
Cc1cc(NC(=O)CSc2ccc(-c3ccc(Br)cc3)nn2)no1	3	6	7	0	18*	2	-6	-1.7	3
CC1(C)CC(=O)C(C(c2cc([N+](=O)[O-])ccc2Cl)C2C(=O)CC(C)(C)CC2=O)C(=O)C1	5	·	-4	-4	-3	-3	4	3.5	-3
O=C(NCCNC(=O)c1cc(Cl)ccc1Cl)c1cnccn1	1	-4	-4	0	0	1	2	-0.8	-2
O=C(O)Cc1ccc(NS(=O)(=O)c2ccccc2Cl)cc1	0	·	-3	0	1	-2	2	2.5	9

An excerpt from above in order of their number in TPT1 inhibitor, smallest number first:
molecule	AHR activator	PAFAH2 inh	core dimer inh	TPT1 inhibitor	PP5 primary	procasp3 activ
Cc1ccccc1C(=O)Nc1nnc(S(=O)(=O)N2CCCCCC2)s1	0	3	20	-4	-1.8	9
C=C(Cl)COC(=O)[C@H]1C2C=CC(C2)C1C(=O)O (stereo partly specified)	-3	-10	-10	-3	2.4	6
O=C(O)c1cccnc1Sc1ccccc1	-1	5	-9	0	1.4	-3

Other results.
SMILES	AHR activator	PAFAH2 inh	core dimer inh	TPT1 inhibitor	PP1 counter	CTSL1 counter	proCasp7 act	PP5 primary	procasp3 activ
COc1ccc(-c2nn(-c3ccccc3)cc2C(=O)OCC(=O)c2ccc(C)c([N+](=O)[O-])c2)cc1	2	-1	24	-1	3	6	-9	0.8	3
CN(C)S(=O)(=O)c1cc(NC(=O)CN2CCc3ccccc32)ccc1Cl	8	-4	35	-30	-1	-2	-13	2.2	-2
c1ccc(-c2nnc3sc(-c4ccncc4)nn23)cc1	-3	6	1	-2	1	-2	-5	-0.7	-3
Cc1c(NC(=O)/C=C/c2ccc(S(=O)(=O)N3CCOCC3)cc2)c(=O)n(-c2ccccc2)n1C	-1	6	-3	-5	-5	0	6	1.6	-5
COc1cccc(C(=O)Nc2nnc(S(=O)(=O)N(C)Cc3ccccc3)s2)c1	0	21	11	1	-1	4	2	-0.6	8
CCO/C=C/C(=O)N(C)CCC#N	6	0	6	0	-1	-4	2	1.1	5
COc1cc(C(N)=O)cc(Br)c1OCc1ccccc1	17	-3	6	2	0	1	12	5.3	9
CCn1ncc(S(=O)(=O)NCc2ccco2)c1C	3	0	2	3	2	2	1	-0.7	-11
COCCCn1c(=O)c2sccc2n2c(CCCC(=O)N(C)Cc3ccco3)nnc12	0	11	2	-1	4	0	-6	2.6	-2
COC(=O)c1nn(-c2ccccc2)c(=O)cc1Sc1ccc(Cl)cc1	0	11	2	-5	0	1	13	1.6	1
OCCN1CNC(=S)NC1	-2	-2	2	4	-2	-2	10	-1.5	4
O=C(c1ccncc1)N1CCCC(N2CCN(c3ccc(F)cc3)CC2)C1 (stereo unspecified)	1	4	3	-1	0	-1	-2	-0.4	-1
Cc1nc(C)n(C(=O)N(c2ccccc2)c2ccccc2)n1	6	-6	-3	-1	2	-1	6	0.4	4
CC(C)Cn1c(N)c(C(=O)COC(=O)c2cccnc2Cl)c(=O)n(C)c1=O	3	1	-2	0	4	0	9	-0.5	-6
O=C(c1ccco1)N1CCN(C(=O)C(Sc2ccccc2)c2ccccc2)CC1 (stereo unspecified)	0	8	10	2	-1	-4	-13	0.8	3
O=C(O)c1cc(NS(=O)(=O)c2cccs2)cc(NS(=O)(=O)c2cccs2)c1	-2	11	·	·	-2	·	-4	-0.9	7
Cc1ccc(C)c(NC(=O)COC(=O)c2cc3ccccc3oc2=O)c1	13	6	·	·	4	·	2	0.6	-2
O=C(COc1ccc(Cl)cc1Cl)NCCSc1ccc(Cl)cc1	0	-4	-6	-7	2	1	3	2.7	-1
N#Cc1nc(-c2ccco2)oc1N1CCC(Cc2ccccc2)CC1	1	-4	6	1	3	1	2	1.2	6
O=C(CCCCCN1C(=O)c2cccc3cccc(c23)C1=O)NC1CCS(=O)(=O)C1 (stereo unspecified)	-10	-4	-5	-1	-3	6	1	-1.7	8

Part of the list above in order of SMILES length, falling:
SMILES	AHR activator	PAFAH2 inh	core dimer inh	TPT1 inhibitor	PP1 counter	CTSL1 counter	proCasp7 act	PP5 primary	procasp3 activ
CC1(C)CC(=O)C(C(c2cc([N+](=O)[O-])ccc2Cl)C2C(=O)CC(C)(C)CC2=O)C(=O)C1	5	·	-4	-4	-3	-3	4	3.5	-3
O=C(NC(CC(=O)N1CCN(c2ccccc2)CC1)c1ccccc1)c1ccccc1Cl (stereo unspecified)	-1	-8	0	0	-1	0	4	1.8	4
NC(=O)c1ccc(C(F)(F)F)n(Cc2cccc(Cl)c2)c1=O	7	0	-4	-1	3	1	-4	6.2	5
COc1ccc(Cl)cc1NC(=O)CN1CCCC1	-3	5	8	2	-1	-4	-1	-1.6	5

More structures
SMILES	AHR activator	PAFAH2 inh	core dimer inh	TPT1 inhibitor	PP1 counter	CTSL1 counter	proCasp7 act	PP5 primary	procasp3 activ
O=S(=O)(NCC1CCCO1)c1ccc(Cl)cc1 (stereo unspecified)	0	6	-2	0	0	1	2	1.3	1
CCOc1ccc(C(=O)OC(C)CN2CCN(C)CC2)cc1 (stereo unspecified)	2	-4	-2	-2	1	-2	1	2.4	1
C/C=C/C(=O)Nc1cccc(C2=NOC3(C2)C[C@@H](C(N)=O)N(C(=O)C(c2ccccc2)c2ccccc2)C3)c1 (stereo partly specified)	0	-10	15	-3	-1	-1	-3	4.9	7
Cc1ccc(C(=O)NCCc2ccccn2)cc1S(=O)(=O)N1CCOCC1	4	·	-1	2	0	-3	1	-1.1	5
CNC(=S)N=Nc1c(O)[nH]c2ccc(C(C)C)cc12	11	4	-6	0	-5	-4	5	-1.1	4
N#Cc1c(-c2ccco2)nc(SCC(=O)Nc2cccc(Cl)c2)[nH]c1=O	11	-7	11	3	9	0	-27	4.3	-18
CCN(CC)C(=O)CSc1nnc(CCN)o1	3	-7	-3	-6	1	3	0	-2.6	2
O=C(NC(=S)Nc1cccc(Cl)c1Cl)C1CC1	52*	-11	3	2	3	0	0	5.0	13
COC(=O)c1sc(N2C(=O)C(O)=C(C(=O)c3ccc(C)o3)C2c2ccc([N+](=O)[O-])cc2)nc1C (stereo unspecified)	-1	7	13	2	43*	2	-19	1.5	-12
O=C(c1cc(N2CCCCC2)nc2ccccc12)N1CCOCC1	7	4	1	0	-4	3	6	-0.7	-2
